KDM4E inh: inhibitors of human JMJD2E histone demethylase | B2RXH2 | JMJD2E catalytic domain, FDH-coupled NADH fluorescence (FDH is formaldehyde dehydrogenase) | Potency, µM (series often up to 57.1 µM), for inactives: top-dose activity change, negative = inhibition, hits mostly inhibitors | hit rate 1.6% among 230,000; active = well fitted inhibition curve with a large enough effect, not every such curve was filed as active; inconclusive = small, poorly fitted or top-dose-only effect, or another doubt; inactive = no such curve, though single readings can be large or run the other way;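 also: 0% = wells with enzyme and -100% = buffer wells without enzyme; nearly all actives have a fitted effect of over 50% in size; many of its hits are not listed in these tables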
GAA spleen mod: lysosomal alpha-glucosidase (human) modulation | Potency, µM (highest dose often 79.9 µM), inactives show at the top dose activity change, negative = inhibition, usual class: inhibitors | human spleen homogenate, 4-MU-alpha-glucoside fluorescence | P10253 | hit rate 0.006% among 240,000;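 also: 0% = enzyme with vehicle and -100% = no enzyme basal signal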
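Human spleen homogenate (1 ug) with 4-methylumbelliferyl-alpha-D-glucopyranoside (1 mM final) in 50 mM citrate/phosphate pH 5.0, 0.01% Tween-20; 40 min at 37 C. Stopped at pH 10; 4-MU fluorescence Ex 365/Em 440 nm; AC50 by Hill fit.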
aGal spleen mod: inhibitors or activators of human alpha-galactosidase in spleen homogenate; P06280; human spleen homogenate, 4MU-alpha-Gal fluorescence, 40 min; Potency, µM (highest dose often 80 µM), for the others: top-dose activity change, negative = inhibition, most hits filed as inhibitors; hit rate 0.008% among 240,000; AID 2107;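 also: 0% = enzyme with vehicle and -100% = no enzyme basal signal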
Target sequence (P06280 32-429 limits assumed): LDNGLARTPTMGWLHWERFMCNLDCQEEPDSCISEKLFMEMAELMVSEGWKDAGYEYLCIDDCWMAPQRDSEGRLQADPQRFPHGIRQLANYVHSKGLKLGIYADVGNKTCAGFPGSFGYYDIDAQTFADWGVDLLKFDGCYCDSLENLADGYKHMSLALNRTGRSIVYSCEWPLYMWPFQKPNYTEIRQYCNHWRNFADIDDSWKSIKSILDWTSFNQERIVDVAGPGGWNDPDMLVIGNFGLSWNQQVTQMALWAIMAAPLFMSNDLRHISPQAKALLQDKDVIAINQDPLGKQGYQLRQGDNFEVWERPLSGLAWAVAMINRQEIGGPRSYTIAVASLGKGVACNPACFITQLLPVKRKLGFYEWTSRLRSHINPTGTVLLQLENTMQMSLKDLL
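Human spleen homogenate (1 ug) was the enzyme source, with 4-methylumbelliferyl-alpha-D-galactopyranoside (1 mM final) in pH 5.0 citrate buffer with 0.01% Tween-20. Compounds were titrated; after 40 min at 37C, NaOH/glycine stop, 4-MU fluorescence read; AC50 from Hill fits.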
GAA glycogen mod: inhibitors or activators of human alpha-glucosidase glycogen cleavage; P10253; recombinant GAA, glycogen substrate, Amplex Red glucose oxidase fluorescence; Potency, µM (highest dose often 76.4 µM), for inactives: at the highest dose activity change, negative = inhibition, usual class: inhibitors; hit rate 0.38% among 300,000; AID 2100;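 also: 0% = full enzyme reaction and -100% = no-enzyme basal signal; the screen sought inhibitors and activators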
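Natural-substrate format: glycogen cleavage by 4 nM human enzyme, glucose read by Amplex Red coupling (Ex 573, Em 610 nm). Normalized to enzyme and no-enzyme controls.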
SMN2 splice up: SMN2 splice variant enhancement; HEK293 SMN2-luciferase splicing reporter, luminescence, 30-36 h; Potency, µM (doses to about 46.1 µM), without a hit: top-dose activity change, positive = activation, hits mostly activators; hit rate 2.8% among 210,000; also: % of control where 0% means no effect; nearly all actives have a fitted effect of over 55% in size
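HEK293 cells carry an SMN2 minigene-luciferase reporter in which exon 7 inclusion puts luciferase in frame. Cells were seeded at 2000 cells/well, attached for 10-12 hours, then exposed to compounds for 30-36 hours at 37C before ONE-Glo luminescence.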
RGS12 GoLoco inh: RGS12 GoLoco-Gai1 interaction inhibition. P63096. Gai1:RGS12 GoLoco peptide FP, rhodamine, 10 min. Potency, µM (highest dose often 61.6 µM), for inactives: at the highest dose activity, negative = inhibition, actives largely listed as inhibitors. hit rate 0.44% among 230,000; active = well fitted inhibition curve with a large enough effect, not every such curve was filed as active; inactive = no such curve, though single readings can be large or run the other way; also: % is scaled to controls: 0 for no effect and ±100 for the full control effect; nearly all actives have a fitted effect of over 30% in size; many of its hits are not listed in these tables
ALDH1A1 block: ALDH1A1 (human) enzyme inhibition. Purified ALDH1A1, NADH fluorescence, propionaldehyde substrate. hit rate 7.3% among 220,000. AID 1030. P00352. Potency, µM (titrated, usually from 75.3 µM), without a hit: at the top dose activity, negative = inhibition, hits mostly inhibitors; active = well fitted inhibition curve with a large enough effect, not every such curve was filed as active; inconclusive = small, poorly fitted or top-dose-only effect, or another doubt; inactive = no such curve, though single readings can be large or run the other way;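 also: plate controls were no enzyme wells and a reference inhibitor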
Target sequence (P00352 whole entry, looked up): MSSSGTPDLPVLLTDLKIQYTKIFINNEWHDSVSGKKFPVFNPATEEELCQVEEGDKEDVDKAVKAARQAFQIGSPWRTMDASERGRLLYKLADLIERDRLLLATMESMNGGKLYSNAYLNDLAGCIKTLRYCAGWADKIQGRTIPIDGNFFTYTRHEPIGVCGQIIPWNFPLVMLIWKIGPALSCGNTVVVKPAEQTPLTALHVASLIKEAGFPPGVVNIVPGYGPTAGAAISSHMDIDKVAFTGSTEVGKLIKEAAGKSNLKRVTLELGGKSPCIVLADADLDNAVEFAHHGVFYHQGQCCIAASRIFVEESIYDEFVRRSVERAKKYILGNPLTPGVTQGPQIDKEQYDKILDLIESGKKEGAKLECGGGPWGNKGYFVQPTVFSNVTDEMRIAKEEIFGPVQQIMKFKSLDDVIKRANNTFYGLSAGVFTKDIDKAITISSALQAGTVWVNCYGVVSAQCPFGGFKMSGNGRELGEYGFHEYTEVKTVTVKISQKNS
GAA inh: alpha-glucosidase (human) inhibition; P10253; purified human GAA, 4-MU-alpha-glucoside fluorescence; Potency, µM (top dose mostly 76.9 µM), without a hit: at the highest dose activity change, negative = inhibition, hits mostly inhibitors; hit rate 0.005% among 200,000; AID 1466;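 also: plate controls were uninhibited enzyme wells for no effect and no-enzyme background for full effect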
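Fluorescence at Ex 365/Em 440 nm from 4-methylumbelliferone reported enzyme activity after 20 min at room temperature. Reactions used 4 nM enzyme and 400 uM substrate at pH 5.0; curves fitted with the Hill equation.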
The depositor's hits bear a star; ? = inconclusive; . = no result given; [ ] = dose if it differs, or a comment. Unless noted, calls follow the shape of the dose curve; as a rule, active = well fitted curve in the direction sought with a large enough effect; inconclusive = small, poorly fitted or top-dose-only effect, or another doubt; inactive = no such curve, though single readings can be large; an effect the other way counts as inactive or inconclusive. Potency is read from the fitted curve at half-maximal effect.

nr | structure | KDM4E inh | GAA spleen mod | aGal spleen mod | GAA glycogen mod | SMN2 splice up | RGS12 GoLoco inh | ALDH1A1 block | GAA inh
1 | CCC(=O)NNC(=O)CCC(=O)Nc1ccccc1 | 6% | -12% | -9% | 6% | ? | 1% | -1% | 7%
2 | Cc1ccccc1Cn1cc(NC(=O)c2cc(-c3ccco3)on2)cn1 | 171% | -3% | -1% | 0% | -18% | 5% | ? | 7%
3 | Cc1ccc(C)c(S(=O)(=O)C(C#N)c2nc3ccccc3nc2N2CCCC2)c1 (configuration not stated) | ? | -8% | 25% | -9% | . | . | ? | 13%
4 | COc1cc(C)ccc1S(=O)(=O)n1nc(C)cc1C | -1% | 3% | -1% | 17% | . | 13% | -3% | 14%
5 | O=C(CSc1nnc(-c2cccc(Cl)c2)o1)Nc1ccc2c(c1)OCCO2 | -3% | -7% | 0% | -8% | 11µM* | -1% | 13% | 0%
6 | Fc1ccccc1OCCCCn1cncn1 | 1% | -7% | 0% | -3% | -57% | 8% | -1% | 1%
7 | CN(C(=O)C(Cl)Cl)C1CC2C=CC1C2 (configuration not stated) | 10% | 1% | 2% | -7% | . | 9% | . | .
8 | CCN(CC)CC(=O)N1c2ccccc2CCc2ccc(NC(=O)c3cc(OC)c(OC)c(OC)c3)cc21 | -1% | -11% | -4% | -8% | . | 28% | -9% | -18%
9 | O=C(O)c1ccc(CSc2nc3ccc(N4C(=O)C5C6C=CC(C6)C5C4=O)cc3s2)cc1 (configuration not stated) | 4% | -5% | -2% | -3% | 27% | 7% | 28µM* | -3%
10 | Cc1c(C(=O)NCC2COc3ccccc3O2)oc2ccc(S(=O)(=O)N(C)C3CCCCC3)cc12 (configuration not stated) | -24% | -1% | 2% | -13% | -19% | 7% | -2% | -10%
11 | CCOC(=O)N1CCC(NC(=O)C2CCC(CNS(=O)(=O)c3ccc(OC)cc3)CC2)CC1 (configuration not stated) | 3% | -1% | 4% | 5% | -29% | 1% | -8% | 4%
12 | N#Cc1ccc(C(=O)CSc2nnc(-c3ccc(C(F)(F)F)cn3)s2)cc1 | -2% | 2% | -9% | 8% | . | -2% | 35µM* | 5%
13 | Cc1noc2ncnc(Oc3cc(Cl)ccc3Cl)c12 | 2% | -4% | -1% | -2% | -12% | -8% | 3% | 0%
14 | COCCn1ccc(O)c(Cc2ccccc2)c1=O | 1% | -12% | 20% | -1% | -3% | 1% | 5% | 2%
15 | O=C(CNC(=O)c1ccc(S(=O)(=O)N2CCCC2)cc1)N/N=C/c1ccco1 | 6% | -8% | -1% | -15% | 4% | 8% | -8% | -14%
16 | O=C(Nc1ccc([N+](=O)[O-])cc1)Nc1ccc2[nH]c(=O)[nH]c2c1 | -23% | 2% | 1% | 20% | 7% | 29% | 1% | -5%
17 | Nc1ccccc1C(=O)NCc1ccc(Cl)cc1 | ? | 3% | 14% | -1% | -7% | 2% | ? | 8%
18 | Nc1cc(-c2ccccc2)nn1S(=O)(=O)c1ccc(Br)cc1 | -7% | 2% | -7% | -10% | -35%[inhibitor] | -8% | 16µM* | -8%
19 | O=[N+]([O-])c1cc(-c2cnc3ccccc3n2)ccc1Oc1ccc(Br)cc1 | -4% | 1% | 4% | -1% | -28% | -8% | -11% | 0%
20 | O=C(CSc1cccc[n+]1[O-])Nc1cc(S(=O)(=O)N2CCOCC2)ccc1Cl | -2% | 2% | -2% | 7% | 23% | -1% | -12% | -2%
21 | Cc1cs/c(=N\N=C\c2ccccc2)n1Cc1ccco1 | -9% | -7% | 4% | 4% | -17% | -6% | -3% | -6%
22 | CC1CC=C(c2ccccc2)C(=S)N1 (configuration not stated) | -5% | 3% | -2% | -6% | . | 0% | . | .
23 | Cc1ccc(N=Cc2sccc2C)cc1C | 8% | -5% | -1% | 9% | 29% | 0% | 0% | 3%
24 | CC(C)c1ccc(Nc2ncccc2C(=O)O)cc1 | -27% | -4% | -15% | -1% | 16µM* | 13% | -8% | -8%
25 | CCCn1c(=O)c(C(=O)N/N=C/c2ccc(F)cc2)c(O)c2ccccc21 | 0% | -6% | -3% | 0% | . | 9% | . | .

Some of the entries so far, with two lines to a compound:
Value order – KDM4E inh, GAA spleen mod, aGal spleen mod, GAA glycogen mod, SMN2 splice up, RGS12 GoLoco inh, ALDH1A1 block, GAA inh
15	O=C(CNC(=O)c1ccc(S(=O)(=O)N2CCCC2)cc1)N/N=C/c1ccco1
  6%, -8%, -1%, -15%, 4%, 8%, -8%, -14%
20	O=C(CSc1cccc[n+]1[O-])Nc1cc(S(=O)(=O)N2CCOCC2)ccc1Cl
  -2%, 2%, -2%, 7%, 23%, -1%, -12%, -2%

Back to the main list, repeating the four entries before the break.
nr | structure | KDM4E inh | GAA spleen mod | aGal spleen mod | GAA glycogen mod | SMN2 splice up | RGS12 GoLoco inh | ALDH1A1 block | GAA inh
22 | CC1CC=C(c2ccccc2)C(=S)N1 (configuration not stated) | -5% | 3% | -2% | -6% | . | 0% | . | .
23 | Cc1ccc(N=Cc2sccc2C)cc1C | 8% | -5% | -1% | 9% | 29% | 0% | 0% | 3%
24 | CC(C)c1ccc(Nc2ncccc2C(=O)O)cc1 | -27% | -4% | -15% | -1% | 16µM* | 13% | -8% | -8%
25 | CCCn1c(=O)c(C(=O)N/N=C/c2ccc(F)cc2)c(O)c2ccccc21 | 0% | -6% | -3% | 0% | . | 9% | . | .
26 | CC(C)[C@@H](CO)NC(=O)c1ccc2c3n(nc2c1)-c1ccc(Cl)cc1CO3 | ? | ? | -6% | -1% | . | 7% | . | .
27 | O=C(NCc1n[nH]c(=S)n1Cc1ccccc1)c1ccccc1 | -9% | . | 3% | 2% | 1% | 6% | -4% | 4%
28 | CCNc1ncc2nc(C)c(=O)n(Cc3ccc(F)cc3)c2n1 | . | 1% | 14% | . | . | 8% | ? | .
29 | CCOC(=O)c1c(C)c(C(=O)Nc2ccc3c(c2)OCCO3)c(C)n1CC | 5% | -4% | 2% | 2% | 5% | 8% | -8% | ?
30 | CN(C)C(=O)c1ccc(-c2ccc3ncnc(N(C)C)c3c2)cc1 | . | 6% | -11% | . | . | -6% | 8% | .
31 | Cc1cc(C)nc(NS(=O)(=O)c2ccc(N/C=C3\CCCC3=O)cc2)n1 | -5% | 2% | 1% | 1% | 26% | 5% | ? | -9%
32 | CCCc1[nH]nc2c1C(c1ccccc1OCC)C(C#N)=C(N)O2 (configuration not stated) | -4% | 8% | -3% | -18% | -3% | 11% | -1% | -1%
33 | CCOC(=O)c1nn(-c2ccc(Cl)cc2)c2nc(CC)c(C#N)c(=O)n12 | ? | 5% | -2% | 10% | -14% | 40%[activator] | ? | -3%
34 | CC(C)(C)c1nc(C(C)(C)C)c(Br)c(=O)[nH]1 | 6% | 0% | 12% | 7% | -14% | -6% | -2% | -2%
35 | CCc1nc(SCC(=O)Nc2ccnc3ccccc23)n[nH]1 | 0% | -18% | -8% | 3% | -7% | 4% | 0% | -5%
36 | Cc1ccccc1NC(=S)NCC(c1cccnc1)N(C)C (configuration not stated) | -3% | 2% | 3% | -4% | 2% | 4% | 10% | 3%
37 | COc1ccc(C(=O)Nc2ccc3oc(-c4cccnc4)nc3c2)cc1OC | -11% | -3% | 0% | 0% | -15% | 12% | -16% | -5%
38 | CCOc1ccc(/C=C2\SC(=S)N(NC(=O)c3ccncc3)C2=O)cc1OC | 2% | -4% | 1% | -14% | . | 47%[activator] | . | .
39 | O=C(OCC(=O)N1CCCC1)c1cncc(Br)c1 | -9% | -7% | 0% | -1% | -1% | 5% | -1% | ?
40 | Cc1cc(C)c(C#N)c(SCS(=O)Cc2ccc(Cl)cc2)n1 (configuration not stated) | 4% | -11% | -5% | -3% | -15% | 14% | ? | -4%
41 | Cc1ccccc1N1CCN(C(=O)c2ccccc2NC(=O)c2ccccc2C(=O)O)CC1 | -25% | 1% | -1% | -4% | . | 12% | -5% | -3%
42 | O=S(=O)(CCOc1ccccc1)N1CCOCC1 | 1% | 0% | 1% | -8% | -1% | 10% | 20µM* | -4%
43 | O=C(NC(=S)Nc1ccc(NC(=O)c2cccs2)cc1)c1cc2ccccc2o1 | 8% | -2% | 2% | -7% | -7% | -6% | -9% | 1%
44 | CN(c1ccc(C(=O)Nc2ccc(Cl)cn2)cc1)S(=O)(=O)c1ccccc1 | ? | -6% | -6% | -12% | -48% | 3% | 2% | -6%
45 | CC(NC(=S)Nc1cccc(C(F)(F)F)c1)C(C)(C)C (configuration not stated) | 8% | 1% | -3% | -21% | -7% | 5% | 17% | 3%
46 | CC(NC(=O)c1ccco1)C(=O)N1CCc2ccccc2C1 (configuration not stated) | -6% | -3% | 9% | 2% | 20% | -13% | 0% | -6%
47 | COc1ccc(S(=O)(=O)N2CCN(c3ccc4nnc(-c5ccccc5)n4n3)CC2)cc1 | ? | -8% | 0% | 10% | 0% | 6% | ? | -9%
48 | CC(C)Cn1c(O)c2ccc(C(=O)N=NC(=O)c3cccnc3)cc2c1O | -1% | -10% | -1% | 12% | 2% | 8% | ? | -3%
49 | O=C(/C=C/c1cccc([N+](=O)[O-])c1)NCc1ccc2c(c1)OCO2 | -11% | 6% | 8% | -1% | -3% | 2% | -12% | -2%
50 | NC(=S)Nc1cc(Cl)ccc1Cl | 0% | 1% | -4% | 8% | . | -2% | . | .

nr | structure | KDM4E inh | GAA spleen mod | aGal spleen mod | GAA glycogen mod | SMN2 splice up | RGS12 GoLoco inh | ALDH1A1 block | GAA inh
51 | O=C(CSc1ccc2c(c1)OCCO2)NC(=O)NC1CCCC1 | 6% | -2% | 3% | 2% | 4% | -10% | -17% | -4%
52 | Cc1cc(C)n2nc(SCC(=O)N(C(C)C)C(C)C)nc2n1 | 3% | 4% | 8% | -13% | -16% | -13% | ? | 3%
53 | CCOc1ccc(-n2c(-c3ccccc3)c[n+]3c2CCCCC3)cc1 | 7% | -5% | 4% | 11% | -81%[inhibitor] | -9% | 0% | -1%
54 | COCCNC(=O)c1c(NC(=O)c2nc(SC)ncc2Cl)sc2c1CCCC2 | 4% | -8% | -7% | -1% | ? | 3% | ? | 5%
55 | CCCc1nc(SCc2ccccc2Cl)n[nH]1 | -1% | -2% | -9% | 9% | -9% | 11% | -4% | 2%
56 | COc1ccccc1N1CCN(CC(=O)Nc2ccc(CN3CCCCC3)cc2)CC1 | ? | 5% | 7% | -13% | ? | -9% | -13% | 0%

Only part of the results is shown; the hit share may differ from the screen's.
